# Assay outcomes: PubChem BioAssay, National Center for Advancing Translational Sciences (NCATS)
# TDP43 rescue: TDP-43 toxicity inhibition in yeast. AID 652104. 410,000 tested, 1.8% active. Potency, µM (series often up to 46.1 µM), without a hit: at the highest dose growth rescue (activation), actives largely listed as activators. TDP-43 expressing yeast growth rescue, BacTiter-Glo, 24 h; note: % of control where 0% means no effect; nearly all actives have a fitted effect of over 50% in size
#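 Galactose-induced TDP-43 yeast, OD600=0.02, compound pinned; 24 hr, 30 deg C; BacTiter-Glo luminescence for growth. Inhibitors of TDP-43 toxicity read as activators.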
# PTHR1 agonist: agonists of human PTHR1 parathyroid hormone receptor | HEK293 GP2 PTHR1 cells, GloSensor cAMP luminescence, 1 h | 410,000 tested, 0.075% active | Potency, µM (doses to about 115 µM), for inactives: at the top dose activation, most hits filed as activators | AID 743266 | Q03431; note: nearly all actives have a fitted effect of over 55% in size; some results filed as inactive show a strong effect at the top dose; inactives centre near -15; many of its hits are not listed in these tables
# Target sequence (Q03431 whole entry, looked up): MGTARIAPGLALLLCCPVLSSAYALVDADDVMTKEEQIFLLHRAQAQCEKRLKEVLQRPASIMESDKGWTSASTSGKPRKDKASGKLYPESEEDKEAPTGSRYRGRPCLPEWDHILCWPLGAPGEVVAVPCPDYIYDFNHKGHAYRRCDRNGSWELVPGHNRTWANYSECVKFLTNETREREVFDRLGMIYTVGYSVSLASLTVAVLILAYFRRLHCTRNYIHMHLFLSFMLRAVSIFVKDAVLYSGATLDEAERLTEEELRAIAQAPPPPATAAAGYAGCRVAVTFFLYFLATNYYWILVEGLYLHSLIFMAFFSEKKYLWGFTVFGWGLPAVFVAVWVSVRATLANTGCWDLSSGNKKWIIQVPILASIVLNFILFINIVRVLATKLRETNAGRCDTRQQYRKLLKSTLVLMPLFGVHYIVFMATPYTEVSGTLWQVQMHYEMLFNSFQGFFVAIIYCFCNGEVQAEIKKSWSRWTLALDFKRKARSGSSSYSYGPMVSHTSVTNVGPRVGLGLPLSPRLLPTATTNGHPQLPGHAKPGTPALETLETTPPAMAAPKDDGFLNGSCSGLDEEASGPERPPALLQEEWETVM
#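 HEK-293-derived GP2 cells expressing PTHR1 and a GloSensor cAMP reporter, 3,000/well, plated overnight, given luciferin plus IBMX (each 0.5 mM as added) for 1 h at 37 °C, then compound for 1 h at 37 °C. Luminescence was read after 15 min at room temperature.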
# FUS suppressor: FUS proteinopathy suppression in yeast; 390,000 tested, 0.24% active; Potency, µM (series often up to 76.6 µM), for inactives: top-dose growth rescue (activation), usual class: activators; S. cerevisiae FUS-expressing, growth rescue, OD600, 24 h;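 note: plate controls were DMSO vehicle for no effect and reference control for full effect; nearly all actives have a fitted effect of over 55% in size; some results filed as inactive show a strong effect at the top dose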
#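 FUS-expressing yeast, raffinose-pregrown, induced in 2% galactose minimal medium at OD 0.005; compounds in a dilution series, 24hr at 30C. Growth restoration read as absorbance at 600 nm. CP55940 positive control, DMSO negative.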
# * marks the source's active call; other numbers are inactive results; i = inactive; ? = inconclusive; [ ] = remark or other dose. Calls come from the whole dose curve; as a rule, active = well fitted curve in the direction sought with a large enough effect; inconclusive = small, poorly fitted or top-dose-only effect, or another doubt; inactive = no such curve, though single readings can be large; an effect the other way counts as inactive or inconclusive. Potency is the fitted concentration of half-maximal effect. Only part of the results is shown; the hit share may differ from the screen's.
1) COc1ccc(Cn2c(=O)c3oc4ccccc4c3n(Cc3ccccc3)c2=O)cc1
2) Cc1ccc(N2C(=O)C(CC(=O)Nc3cccc(F)c3)N(CCc3ccccc3F)C2=O)cc1 (stereo not drawn)
3) COc1ccccc1C(=O)OCc1cc(=O)n2nc(C3CCCCC3)sc2n1
4) O=[N+]([O-])c1cc(-c2nc(-c3cccnc3)no2)ccc1NCc1ccccc1
5) Cc1ccc(S(=O)(=O)N2CCCc3cc(NC(=O)c4ccccc4Cl)ccc32)cc1
screen / no.	1	2	3	4	5
TDP43 rescue	2.6%	20.2%	-2.0%	9.3%	23.4%[9.22 µM]
PTHR1 agonist	i	-69.8%[inhibitor]	i	i	-6.0%
FUS suppressor	-6.3%	?	12.4%	2.2%	35.9%

# In the list so far, 2 contain sulfur:
3) COc1ccccc1C(=O)OCc1cc(=O)n2nc(C3CCCCC3)sc2n1
5) Cc1ccc(S(=O)(=O)N2CCCc3cc(NC(=O)c4ccccc4Cl)ccc32)cc1
screen / no.	3	5
TDP43 rescue	-2.0%	23.4%[9.22 µM]
PTHR1 agonist	i	-6.0%
FUS suppressor	12.4%	35.9%

# Continued:
6) COc1cccc(-n2cc(C(=O)NCCc3cccc(C)c3)c3ccccc3c2=O)c1
7) COc1ccc(-n2nc(C(=O)N3CCN(c4ccc(F)cc4)CC3)c3c4ccccc4n(C)c3c2=O)cc1
8) Cc1ccc(CNC(=O)C(=O)NCC(c2cccs2)S(=O)(=O)c2cccs2)cc1 (stereo not drawn)
9) CCCn1c2ccccc2c2cnn(CC(=O)N(C)c3ccccc3CC)c(=O)c21
10) O=C(CSc1oc(-c2ccccc2)nc1S(=O)(=O)c1ccc(Cl)cc1)Nc1ccc(F)cc1
screen / no.	6	7	8	9	10
TDP43 rescue	16.3%	23.5%	12.4%	28.2µM*	1.8%
PTHR1 agonist	?	i	-25.3%	-5.6%	-5.2%
FUS suppressor	18.2%	-14.0%	-2.5%	?	11.4%

11) CCCCC(=O)Nc1cc(-c2cn3cccnc3n2)ccc1C
12) CCOc1ccc(CCn2c3c(c(=O)[nH]c2=O)C(NC(=O)c2cccc(F)c2)(C(F)(F)F)C(=O)N3)cc1OCC (stereo not drawn)
13) CCSC1=NC2(CCN(C(=O)NC3CCCCC3)CC2)N=C1c1ccc(C)c(C)c1
14) CCc1cccc(NC(=O)Cn2nc(CC)n3c(cc4cc(C)ccc43)c2=O)c1
15) Cc1ccc(Cl)cc1N1CCN(C(=O)Cn2cnc3nc4c(cc3c2=O)CCCC4)CC1
screen / no.	11	12	13	14	15
TDP43 rescue	-8.5%	-0.9%	-6.8%	10.2%	5.7%
PTHR1 agonist	i	i	i	i	-94.2%[inhibitor]
FUS suppressor	-6.6%	-0.6%	37.5%	3.5%	?

16) CCc1ccccc1NC(=O)CN(c1ccccc1)S(=O)(=O)c1ccsc1C(=O)OC
17) CCOc1ccccc1NC(=O)CN1C=NS(=O)(=O)c2ccccc21
18) Cc1ccc(CNC(=O)c2ccc3c(c2)c(C)c(C)n3Cc2ccc(Cl)cc2)o1
19) O=C(NCCSCc1ccccc1)C1CCN(S(=O)(=O)Cc2ccccc2)CC1
20) CCOc1ccc(NC(=O)COc2ccc(S(=O)(=O)NC3CCCCC3)cc2)cc1
screen / no.	16	17	18	19	20
TDP43 rescue	-1.3%	?	-8.1%	8.9%	2.0%
PTHR1 agonist	-22.9%	i	-14.5%	-21.2%	-15.6%
FUS suppressor	15.8%	-19.1%	21.2%	12.2%	6.5%

# Individual results from the list.
# Result of entry 18 in TDP43 rescue: -8.1%
# Result of entry 3 in TDP43 rescue: -2.0%

# Next section.
21) Cc1ccc(CSc2nc3cccnc3n2Cc2ccc(C(=O)NCc3ccco3)cc2)cc1
22) COc1ccc2c(c1)c1c(c(=O)n(Cc3ccccc3)c(=O)n1CC(=O)NCc1ccccc1Cl)n2C
23) COc1ccc(-c2cc(C(=O)Oc3ccc(C#N)cc3)no2)cc1
24) COc1cc(C(=O)Nc2ccc3nc(SCc4ccc(C)cc4)sc3c2)cc(OC)c1OC
25) CCc1cccc(CC)c1NC(=O)C(Cc1ccccc1)NS(=O)(=O)c1cccc2nsnc12 (stereo not drawn)
screen / no.	21	22	23	24	25
TDP43 rescue	16.9%	7.1%	-7.9%	-2.4%	4.0%
PTHR1 agonist	i	i	17.5%	-2.1%	-14.7%
FUS suppressor	13.9%	12.5%	32.0%	30.1%	39.6%

26) CCSc1nc2ccccc2c(OCc2ccc(Cl)cc2)c1C(=O)OC
27) Cc1ccc(C)c(N2CCN(c3nc4c(S(=O)(=O)c5ccccc5)nnn4c4ccc(Cl)cc34)CC2)c1
28) Cc1c(Cl)cccc1NS(=O)(=O)c1ccc(NS(=O)(=O)c2ccc3c(c2)OCCO3)cc1
29) Cc1ccccc1CNC(=O)CCCn1c(=O)c2cccn2c2cccnc21
30) CCOc1ccccc1CNC(=O)C(CC)n1nc(C)c2c(C)n(-c3ccccc3)nc2c1=O (stereo not drawn)
screen / no.	26	27	28	29	30
TDP43 rescue	16.3%	7.3%	19.7%	6.7%	14.6%
PTHR1 agonist	i	i	-14.3%	-13.7%	-28.7%
FUS suppressor	3.3%	-16.7%	22.4µM*	-13.5%	19.4%

31) Cc1ccc(Cl)cc1NC(=O)N1CCC(CN2CCc3ccccc3C2)CC1
32) Cc1cc(C)cc(N2CCn3c2nc2c3c(=O)n(CCCc3ccccc3)c(=O)n2C)c1
33) COC(=O)c1ccc(NC(=O)CCc2c(C)nc3c(-c4ccccc4)c(C)nn3c2C)cc1
34) COC(=O)c1cc2occc2n1Cc1ccc(F)cc1Cl
35) Cc1ccc(Cl)cc1N1CCN(C(=O)Cn2c(-c3cccs3)cc3cc(F)ccc32)CC1
screen / no.	31	32	33	34	35
TDP43 rescue	10.7%	12.6%	4.1%	24.9%	12.8%
PTHR1 agonist	-23.1%	i	-29.8%	i	16.4%
FUS suppressor	-2.4%	-0.8%	26.5%	-2.4%	-12.2%

36) CN(c1ncnc2onc(-c3cccc(Cl)c3)c12)C1CCCCC1
37) Cn1c(=NC(=O)c2ccc(S(=O)(=O)N3CCCC3)cc2)sc2cc(F)ccc21
38) Cc1ccc2c(c1)N(C(=O)Nc1cccc(C)c1C)CCO2
39) COc1ccccc1NC(=O)C1CCN(S(=O)(=O)c2ccc3[nH]c4c(c3c2)CCCCC4)CC1
40) CCN(CC)C(=O)CSc1nc2ccccc2c(=O)n1Cc1ccco1
screen / no.	36	37	38	39	40
TDP43 rescue	22.4µM*	0.0%	?	16.8%	20.9%
PTHR1 agonist	-48.6%[inhibitor]	i	-23.6%	-2.4%	-16.4%
FUS suppressor	-10.0%	-13.9%	-23.6%	18.6%	-0.1%

# Shown with values under each structure: two of the compounds above
# Sequence of screens – TDP43 rescue | PTHR1 agonist | FUS suppressor
[35] Cc1ccc(Cl)cc1N1CCN(C(=O)Cn2c(-c3cccs3)cc3cc(F)ccc32)CC1
    12.8% | 16.4% | -12.2%
[36] CN(c1ncnc2onc(-c3cccc(Cl)c3)c12)C1CCCCC1
    22.4µM* | -48.6%[inhibitor] | -10.0%

# The list goes on.
41) CC(=O)c1cc2c(cc1NC(=O)c1cnn(-c3ccc(C)cc3)c1-n1cccc1)OCO2
42) COc1ccccc1N1CCN(C(=O)c2ccc(Nc3nc4ccccc4n4nnnc34)cc2)CC1
43) CCOc1ccccc1C1Nc2ccccc2-c2nnc(SCc3ccccc3)nc2O1 (stereo not drawn)
44) Cc1ccc(NS(=O)(=O)c2ccc3c(c2)CCCN3C(=O)C2CCC2)c(C)c1
45) CC1=C(C(=O)Nc2ccccc2C)C(c2ccncc2)n2nc(SCc3ccccc3Cl)nc2N1 (stereo not drawn)
screen / no.	41	42	43	44	45
TDP43 rescue	-8.7%	0.0%	23.3%	?	2.4%
PTHR1 agonist	-4.2%	17.2%	-29.3%	-22.3%	-43.1%
FUS suppressor	20.9%	-35.6%	15.0%	?	15.9%

46) COc1cc(OC)c(NC(=O)N2CCOc3ccc(C)cc32)cc1Cl
47) CCN(CC)CCCNC(=O)c1cnc(SC)nc1-c1ccccc1
48) Cc1ccc(NC(=O)CSc2nc(-c3ccc(F)cc3)cc(C(F)(F)F)c2C#N)cc1
49) CCOC(=O)C1CCN(S(=O)(=O)c2cc(-c3cc(C)no3)ccc2OC)CC1
50) Cn1nc(-c2ccccc2F)c2cc(C(=O)N3CCN(c4ccc(F)cc4)CC3)sc21
screen / no.	46	47	48	49	50
TDP43 rescue	25.2%	11.8%	1.3%	-10.9%	?
PTHR1 agonist	-9.0%	-1.4%	-4.5%	-17.8%	-95.8%[inhibitor]
FUS suppressor	-10.4%	-10.2%	5.2%	17.6%	?

# Profiles as entered above:
# Record of CCOC(=O)C1CCN(S(=O)(=O)c2cc(-c3cc(C)no3)ccc2OC)CC1 = TDP43 rescue = -10.9%; PTHR1 agonist = -17.8%; FUS suppressor = 17.6%
# Record of Cc1ccc(NC(=O)CSc2nc(-c3ccc(F)cc3)cc(C(F)(F)F)c2C#N)cc1 = TDP43 rescue = 1.3%; PTHR1 agonist = -4.5%; FUS suppressor = 5.2%

# (cont.)
51) Cc1oc2cc3oc(=O)c(CC(=O)NCc4ccccc4)c(C)c3cc2c1C
52) COc1ccc(C2CC(=O)c3c([nH]c(C(=O)OC4CCCCCC4)c3C)C2)cc1OC (stereo not drawn)
53) Cc1cccc(N(CC(=O)N(C)Cc2ccccc2)S(=O)(=O)c2ccccc2)c1C
54) Cc1ccc(/C=C/c2nc3ccccc3[nH]2)cc1
55) COc1cc(C(=O)Nc2cc(C)ccc2OCc2cc(=O)n3cc(C)sc3n2)cc(OC)c1OC
screen / no.	51	52	53	54	55
TDP43 rescue	14.0%	-12.2%	0.0%	-57.7%[inhibitor]	2.7%
PTHR1 agonist	i	-13.5%	-9.5%	-20.8%	18.5%
FUS suppressor	-22.8%	3.6%	29.9%	-7.5%	4.3%

56) COc1cc(NC(=O)CSc2cc(=O)n(C)c3ccccc23)cc(OC)c1OC
57) CCC1Sc2ccccc2N(CC(=O)NCc2ccc(C)cc2)C1=O (stereo not drawn)
58) CCCCc1ccc(NC(=O)COc2cccc3c(=O)n(C)ccc23)cc1
59) Cc1ccc(C)c(S(=O)(=O)c2nnn3c2nc(NCc2cccs2)c2sccc23)c1
60) COc1ccc(/C=C/c2nc(C#N)c(NCCc3ccccc3)o2)cc1OC
screen / no.	56	57	58	59	60
TDP43 rescue	15.0%	6.1%	0.0%	-0.1%	-12.0%
PTHR1 agonist	-18.7%	-16.1%	-23.4%	i	-22.8%
FUS suppressor	-16.0%	29.1%	9.9%	16.8%	3.6%

61) COc1ccc(-c2cc3ccc(O)c(CN4CCN(CCO)CC4)c3oc2=O)cc1OC
62) Cc1ccccc1N1CC(C(=O)Nc2ccc(Br)cc2)CC1=O (stereo not drawn)
63) CCOC(=O)c1c(-c2ccccc2)csc1NC(=O)c1cc(-c2ccc(Br)cc2)on1
64) O=C(Nc1cccc(Cl)c1)c1ccc(F)c(S(=O)(=O)N2CCC3(CC2)OCCO3)c1
65) CCOc1ccccc1NC(=O)c1cc(S(=O)(=O)NC2CCCC2)ccc1F
screen / no.	61	62	63	64	65
TDP43 rescue	-3.4%	8.7%	31.5%	-26.9%	20.8%
PTHR1 agonist	-21.6%	-3.6%	i	-43.1%[inhibitor]	-28.9%
FUS suppressor	-1.9%	5.0%	-7.6%	36.9%	2.5%

66) CCc1ccc(CNC(=O)c2ccc3c(Cl)c4c(nc3c2)CCCC4)cc1
67) CCS(=O)(=O)N1CCC2(CC1)OC(=O)C(C)=C2C(=O)NCc1ccc(OC)c(OC)c1
68) O=C(Nc1nc2n(n1)C(c1ccccc1)C=C(c1ccccc1)N2)c1ccccc1 (stereo not drawn)
69) Cn1c(=O)c2c(-c3ccc(Cl)cc3)ccnc2n(C)c1=O
70) O=C(O)CC(NS(=O)(=O)c1ccc(Cl)s1)c1ccccc1 (stereo not drawn)
71) Cc1ccc2c(c1)c(=O)c1ccccc1n2CCCC(=O)Nc1c(F)cccc1F
72) COc1cccc(C(=O)Nc2ccccc2OCc2cc(=O)n3ccccc3n2)c1
screen / no.	66	67	68	69	70	71	72
TDP43 rescue	?	7.5%	?	-1.2%	14.3%	17.6%	15.7%
PTHR1 agonist	-28.9%	i	-5.1%	i	-21.0%	i	-15.7%
FUS suppressor	-27.5%	1.8%	?	-0.1%	-24.2%	3.3%	-7.8%
